Arrestin-AP2 inh: inhibitors of human beta-arrestin and AP2 interaction; FITC-arrestin peptide / GST-AP2 beads, flow cytometry; AP2 beta2 appendage carries R879A mutation; AID 504490; hit rate 0.31% among 340,000; inhibition, % at 10 µM;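 active = inhibition above a set limit, near 3 SD of compounds lacking own fluorescence, cut at about 54% in these data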;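 also: plate controls were DMSO wells for no effect and 5 µM unlabelled arrestin peptide for full effect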
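Measured by: flow cytometry, FL1 (488/535 nm); Material: AP2 appendage R879A on GSH beads; Evaluation: percent response; Timing: pre-incubation 12 min, peptide binding 1 h, room temperature; Also added: 50 nM FITC-arrestin peptide; Medium: PBS with 0.05% Tween 20 and 0.1% BSA.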
HTR5A inv ctr: counter-screen for OPRM1-OPRD1 inverse agonists: human HTR5A inverse agonism | hit rate 0.083% among 340,000 | HTR5A cell line, luminescence | inhibition, % at 9.3 µM; in the data active = inhibition mostly above about 23%, no sharp cut-off; inactive = mostly below about 18%;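 also: 0% = cells with DMSO and 100% = no-cell wells with DMSO; some compounds called inactive have numbers as strong as hits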
Target sequence (P47898 whole entry, looked up): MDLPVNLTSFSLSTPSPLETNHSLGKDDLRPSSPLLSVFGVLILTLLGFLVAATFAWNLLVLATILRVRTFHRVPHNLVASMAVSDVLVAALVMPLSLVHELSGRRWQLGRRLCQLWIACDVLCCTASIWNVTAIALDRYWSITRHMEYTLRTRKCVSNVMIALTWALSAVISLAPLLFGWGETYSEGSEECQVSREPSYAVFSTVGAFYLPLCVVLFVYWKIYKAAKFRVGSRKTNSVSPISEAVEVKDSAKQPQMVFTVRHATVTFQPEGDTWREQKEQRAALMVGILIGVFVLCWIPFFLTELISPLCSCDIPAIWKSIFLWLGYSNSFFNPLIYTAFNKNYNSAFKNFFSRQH
OPRM1-OPRD1 ag: OPRM1-OPRD1 heterodimerization agonism | AID 504326 | cells, luminescence | P35372+P41143 | activation, % at 9.3 µM | hit rate 0.3% among 340,000; in the data active = activation above about 18%;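 also: 0% = vehicle-treated cells and 100% = reference agonist; values of inactives mirror those of a sister screen read the other way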
MOR-DOR inv ag: inverse agonist of human OPRM1-OPRD1 heterodimerization; AID 504357; cell-based MOR-DOR heterodimer luminescence, inverse agonism; inhibition, % at 9.3 µM; hit rate 0.21% among 340,000; in the data active = inhibition above about 22%, passing the limit was not always enough;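 also: 0% = cells with DMSO and 100% = wells without cells with DMSO; values of inactives mirror those of a sister screen read the other way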
HTR5A ag ctr: activates human HTR5A in OPRM1-OPRD1 agonist counter-screen. P47898. AID 504692. activation, % at 9.3 µM. hit rate 0.61% among 340,000. HTR5A agonist assay, luminescence, cell-based; in the data active = activation mostly above about 9.5%, no sharp cut-off; inactive = mostly below about 7.6%;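 also: 0% = cells with vehicle only and 100% = reference agonist; strong numbers were not always called active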
Pemphigus Ab inh: blocks pemphigus antibody binding to human desmoglein-3; AID 588358; hit rate 0.48% among 310,000; P32926; DSG3-coupled beads, scFv-anti-DSG3-GFP binding, flow cytometry; stronger effect = lower value; binding (percent of control), % at 10 µM;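 active = binding more than 3 SD below its plate's average and above zero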; also: some compounds called inactive have numbers as strong as hits
PKA-R2B act: PKA-R2B complex activation | P22694+P31323 | PKA-R2B holoenzyme dissociation, Cy5-IP20 fluorescence polarization; R2B truncated from residue 108, S112A mutant; 0% DMSO only, 100% 113 µM cGMP | activation, % at 11.4 µM | hit rate 0.079% among 340,000;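 active = activation above a cutoff set at the mean over all compounds plus 3 SD, cut at about 18% in these data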;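 also: higher means more holoenzyme dissociation and a rise in polarization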
V-ATPase pH: alters yeast V-ATPase proton transport; S. cerevisiae, pHLuorin cytosolic pH fluorescence; response, % at 10 µM; hit rate 0.37% among 350,000; AID 504577; in the data active = response mostly above about 7.3%, no sharp cut-off; inactive = mostly below about 5.4%; also: actives read high; inactives centre near 0; some compounds called inactive have numbers as strong as hits; reference of the scale not given here
PKA-R1A activ: activates the PKA-R1A holoenzyme complex. P00514+P68181. PKA-R1A dissociation, Cy5-IP20 fluorescence polarization; scaled: DMSO 0%, 113 µM cGMP 100%. activation, % at 11.4 µM. hit rate 0.083% among 340,000. AID 504707;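 active = percent activation above the mean of all tested compounds plus 3 SD, cut at about 19% in these data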;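 also: higher means more PKAc released from R1A so a rise in polarization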
DAGLB inhibitor: blocks human DAGLB lipase activity | hit rate 0.059% among 340,000 | HEK293T DAGLB membrane lysate, EnzChek fluorogenic substrate | inhibition, % at 5.17 µM | Q8NCG7 | AID 504411; in the data active = inhibition above about 34%;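 also: 0% = enzyme with vehicle and 100% = wells lacking enzyme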
Target sequence (Q8NCG7 whole entry, looked up): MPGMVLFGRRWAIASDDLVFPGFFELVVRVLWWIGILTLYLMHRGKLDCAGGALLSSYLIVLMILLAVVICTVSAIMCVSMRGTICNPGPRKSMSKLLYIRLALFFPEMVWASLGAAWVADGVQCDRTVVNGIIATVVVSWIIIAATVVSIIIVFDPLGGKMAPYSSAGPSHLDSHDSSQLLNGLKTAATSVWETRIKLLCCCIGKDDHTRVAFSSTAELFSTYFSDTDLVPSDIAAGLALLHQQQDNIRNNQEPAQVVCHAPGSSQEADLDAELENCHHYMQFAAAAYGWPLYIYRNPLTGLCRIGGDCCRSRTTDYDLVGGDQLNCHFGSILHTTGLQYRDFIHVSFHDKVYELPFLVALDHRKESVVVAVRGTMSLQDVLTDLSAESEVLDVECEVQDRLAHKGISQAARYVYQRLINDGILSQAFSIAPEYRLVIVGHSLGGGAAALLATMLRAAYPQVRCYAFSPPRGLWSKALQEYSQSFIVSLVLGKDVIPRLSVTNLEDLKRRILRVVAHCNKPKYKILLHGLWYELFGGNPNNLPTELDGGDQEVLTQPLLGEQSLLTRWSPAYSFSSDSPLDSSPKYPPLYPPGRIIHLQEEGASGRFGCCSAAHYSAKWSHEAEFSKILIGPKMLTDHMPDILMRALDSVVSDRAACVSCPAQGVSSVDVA
Numbers without * were called inactive; x = no result given.

SMILES | Arrestin-AP2 inh | HTR5A inv ctr | OPRM1-OPRD1 ag | MOR-DOR inv ag | HTR5A ag ctr | Pemphigus Ab inh | PKA-R2B act | V-ATPase pH | PKA-R1A activ | DAGLB inhibitor
Cc1cccc(NC(=O)CN2C(=O)N/C(=C\c3ccc(-c4cccc(C(=O)O)c4)o3)C2=O)c1 | 6.1 | -6.9 | -2.4 | 12.8 | 2.2 | 96.9 | -11.2 | -21.4 | -3.3 | 5.1
Nc1cc(-c2ccc(Cl)cc2)nn1-c1ccccc1 | 46.4 | -4.9 | 1.1 | -5.4 | -5.6 | 117.7 | -10.8 | 0.1 | -0.8 | 0.5
O=C(O)CCC(=O)NCc1ccc(C(=O)O)cc1 | 2.6 | -16.0 | 0.0 | 0.2 | -1.1 | 102.6 | 2.5 | 0.4 | 1.8 | 2.8
O=C(Nc1cc(N2CCOCC2)ncn1)c1ccc(F)cc1 | -5.1 | 11.9 | 0.2 | -1.2 | -4.5 | 99.2 | 0.6 | -0.5 | 0.1 | -1.1
CCC(=O)N(CCc1ccccc1)Cc1cc2cccc(C)c2[nH]c1=O | 5.8 | -15.8 | -0.6 | 2.8 | 6.5 | 116.4 | -9.0 | 1.1 | -6.9 | 2.3
Cc1c(C(=O)NCCN2CCOCC2)oc2ccc(Br)cc12 | -2.1 | -13.5 | -3.3 | 16.1 | -1.7 | 103.7 | -1.3 | 1.9 | -10.3 | 0.0
CCC1(c2ccc(F)cc2)NC(=O)N(CC(=O)Nc2cccnc2Cl)C1=O (configuration not stated) | -0.4 | 4.2 | -1.6 | 8.9 | -1.7 | 122.0 | -6.7 | 2.9 | -8.7 | -1.6
COc1nc(OC)nc(N2CCC(NC(=O)C(Cc3ccc(C(C)C)cc3)NC(C)=O)CC2)n1 (configuration not stated) | -3.0 | 19.5 | -1.9 | 11.3 | 10.5* | 94.2 | -3.6 | -0.2 | -15.4 | 0.3
O=C(c1ccccc1)C1CCN(C(=O)c2c(F)cccc2F)CC1 | -17.1 | -6.6 | -1.9 | 8.5 | 1.8 | 93.0 | -6.5 | 0.4 | -4.5 | -2.2
Cc1cccc(OC(C)C(=O)N/N=C\c2ccncc2)c1 (configuration not stated) | -1.2 | -8.5 | -4.2 | 21.5 | 3.2 | 103.5 | -2.0 | -3.2 | -4.8 | 0.5
CC(C)C(=O)N1CCN(c2c(Cl)cccc2[N+](=O)[O-])CC1 | 2.1 | -7.0 | -2.3 | 11.8 | 0.1 | 98.4 | 2.0 | 9.4 | -11.7 | 1.1
Cn1c(OCc2ccc3c(c2)OCO3)nc2c1c(=O)n(Cc1cccc(Cl)c1)c(=O)n2C | -0.9 | 10.0 | -0.1 | 0.6 | -2.0 | 112.9 | -11.3 | 1.7 | -5.4 | 1.4
COc1cc(Cl)c(C)cc1NC(=O)c1cccc(OC)c1OC | 33.7 | -28.3 | -0.4 | 2.0 | 0.6 | 96.7 | -12.7 | -2.6 | -1.2 | -12.2
CCNc1nc(NCC)nc(SCCOC(=O)c2ccccc2)n1 | -8.5 | -10.9 | 1.8 | -9.5 | 3.1 | 102.6 | -1.6 | 0.5 | -13.1 | -4.1
CCOC(=O)N1CCN(C(=O)c2ccc(Cl)c(NC(=O)c3cccs3)c2)CC1 | -3.4 | 8.4 | -1.8 | 7.3 | -3.4 | 121.5 | 1.2 | 1.0 | 1.0 | 1.1
C=CCNC(=O)c1onc(CSc2ccc(Cl)cc2)c1C(=O)O | -0.3 | -21.6 | -1.5 | 8.7 | 8.0 | 106.5 | -4.0 | -0.6 | 3.8 | 6.0
COCCNC(=S)N1CCOCC1 | -11.9 | 1.4 | -1.6 | 8.2 | -0.6 | 96.6 | -1.7 | 0.0 | -15.0 | -1.4
O=C(CCn1c(=O)oc2ccccc21)NCCCN1CCN(c2ccc(F)cc2)CC1 | -8.0 | -6.5 | -1.2 | 6.3 | 2.1 | x | -12.7 | 2.4 | -5.2 | 0.8
O=C(Nc1cccc2ncccc12)c1ccc([N+](=O)[O-])o1 | 2.8 | -5.5 | 6.8 | -47.5 | 0.6 | 113.9 | 7.4 | 3.0 | 7.9 | 0.5
Cn1nc(CC(=O)NCc2cccc3ccccc23)c2ccccc2c1=O | -7.9 | -7.7 | -0.6 | 2.9 | 3.5 | 107.0 | 14.1 | 0.6 | -12.5 | 0.1
Cc1cc(C)c(N(C(=O)c2csnn2)C(C(=O)NC2CCCC2)c2ccncc2)c(C)c1 (configuration not stated) | -5.4 | -15.0 | 0.0 | -0.1 | 6.1 | x | -2.2 | -2.8 | -0.3 | 0.8
O=C(Nc1ccc(SC(F)F)cc1)c1ccc(F)cc1 | -2.6 | -26.4 | 2.3 | -11.5 | 8.9 | 98.4 | -7.3 | 1.3 | -10.3 | -4.7
COC(=O)Nc1ccc2ncn(C)c(=O)c2c1 | 2.4 | -20.8 | -0.5 | 2.8 | 7.1 | 104.1 | 3.9 | -5.1 | 6.0 | 0.1
COc1ccc(-c2nn(CCC#N)cc2/C=N/O)cc1 | -30.4 | 1.9 | -1.2 | 5.6 | -0.8 | 87.5 | -9.7 | 0.6 | -2.7 | -1.8
Cc1cc(C(=O)N[C@H](c2ccccc2)[C@@]2(C)C[C@@H]2[C@@H](C)C(=O)Nc2ccc3ccccc3c2)no1 | 3.4 | -13.2 | -0.9 | 5.2 | 0.4 | 104.0 | -14.4 | -0.2 | -2.3 | -0.1

Following part:
SMILES | Arrestin-AP2 inh | HTR5A inv ctr | OPRM1-OPRD1 ag | MOR-DOR inv ag | HTR5A ag ctr | Pemphigus Ab inh | PKA-R2B act | V-ATPase pH | PKA-R1A activ | DAGLB inhibitor
COc1ccc(S(=O)(=O)N2CCOCC2)cc1NC(=O)COC(=O)CCOc1ccc(C)cc1 | 22.0 | 4.2 | -0.5 | 2.6 | -1.7 | 104.1 | -8.4 | -1.9 | 3.6 | -0.6
CCCCNC(=S)N1CCN(c2ccc(C(C)=O)cc2)CC1 | -3.7 | -5.9 | -4.5 | 24.1 | 1.9 | 97.1 | -2.6 | -2.6 | -8.2 | -0.8
CN(Cc1ccco1)C(=O)Cn1c(=O)oc2cc(S(=O)(=O)NCc3ccccc3)ccc21 | 7.4 | -24.8 | -0.5 | 2.4 | 8.8 | 97.7 | 3.6 | -4.1 | -8.9 | 2.6
NC(=O)Cc1ccc(C(=O)c2ccc(Cl)cc2)s1 | 1.0 | -2.2 | -0.8 | 3.6 | -0.6 | 99.6 | 6.1 | -1.3 | -4.0 | -0.1
Cc1ccc(Cn2c(N)nc3ccccc32)cc1 | 7.0 | 16.6 | 2.6 | -13.0 | 1.0 | 92.7 | -9.4 | -2.0 | -3.9 | 0.8
COc1cccc(N2CCN(C(=O)c3cc4c(s3)CCCCC4)CC2)c1 | -12.0 | 0.9 | 0.5 | -2.0 | -0.4 | x | -3.3 | -2.0 | 0.8 | -7.3
O=C(CSc1cccc(C(F)(F)F)c1)N1CCN(S(=O)(=O)c2ccccc2)CC1 | -4.0 | -19.6 | 5.3 | -31.5 | 8.4 | 95.0 | 1.0 | 0.5 | -7.0 | -4.6
COC(=O)c1ccccc1CC1SC(N)=NC1=O (configuration not stated) | -12.1 | -9.3 | -1.9 | 11.9 | -2.3 | x | 4.6 | 2.8 | 4.7 | -1.1
CC(C)(C)NC(=O)C(Cc1ccccc1)N1C(=O)c2ccccc2C1=O (configuration not stated) | 9.5 | -19.1 | -2.7 | 12.6 | 5.2 | 90.4 | -0.8 | -0.2 | -7.9 | -3.0
COc1ccc(C2=NO[C@@H]3[C@@H]4C[C@@H]([C@H]5C(=O)N(C)C(=O)[C@@H]45)[C@H]23)cc1 | -2.5 | -7.1 | -1.1 | 6.5 | 2.1 | 105.4 | 2.4 | 0.4 | -11.6 | 2.3
O=C(OC1CCCCC1)c1ccc(NC(=O)C2CCCCC2)cc1 | -10.1 | 5.4 | 1.1 | -5.6 | -2.1 | 103.7 | 0.2 | 4.8 | -8.2 | -13.9
COc1ccc(N2CCN(C(=O)COC(=O)c3ccc(Cl)nc3)CC2)cc1 | 40.2 | -2.9 | -0.7 | 2.9 | 1.2 | 121.2 | 4.0 | -3.3 | 7.0 | 0.1
Cc1ccccc1-n1nc(-c2cccnc2)cc1C(=O)NN | -17.5 | -13.4 | -3.1 | 15.7 | 5.2 | 88.6 | -6.1 | 1.6 | -15.1 | 0.8
COc1ccccc1-c1nnc(C2CCN(S(=O)(=O)c3cccc([N+](=O)[O-])c3)CC2)o1 | -11.8 | 0.7 | 0.7 | -3.5 | 0.0 | 104.8 | -17.6 | -1.9 | -10.3 | 1.7
O=c1c2cccnc2[nH]c(=S)n1Cc1ccccc1 | 5.6 | 8.0 | -1.5 | 9.2 | -3.0 | 95.8 | 7.7 | -2.8 | 14.0 | -1.5
O=C1CCCCC1S(=O)(=O)c1ccccc1 (configuration not stated) | 4.8 | -7.5 | -2.3 | 14.3 | 0.3 | 92.4 | 1.0 | 3.6 | 0.1 | 0.0
C[C@@H]1CN([C@@H](C)CO)C(=O)c2cc(NC(=O)C3CCCCC3)ccc2O[C@@H](C)CCCCO[C@@H]1CN(C)Cc1ccncc1 | x | x | x | x | x | 103.6 | 4.5 | -1.3 | -4.8 | 1.7
CN(C)c1ccc(CNC(=O)CCc2ccc(S(=O)(=O)N3CCCCCC3)cc2)cc1 | 20.5 | -1.7 | 0.5 | -3.3 | 6.8 | 108.6 | -1.8 | 2.4 | -4.0 | 1.5
CN(C)CCNC(=O)Nc1ccc(F)cc1F | 27.7 | -6.7 | -1.2 | 6.4 | 3.2 | 105.8 | 0.9 | -0.3 | -5.1 | 0.4
Cn1nc(SCc2ccccc2)c(=O)[nH]c1=O | x | x | x | x | x | 101.5 | 1.7 | 2.6 | -4.9 | -7.0
CCc1ccccc1Nc1ncnc2ccccc12 | 5.8 | 6.5 | 0.0 | -0.1 | -1.8 | 81.8 | 9.4 | 2.0 | 13.4 | -0.6
CC(=O)c1cccc(NC(=O)c2cc3nc(C)cc(C)n3n2)c1 | 1.5 | 4.0 | -2.3 | 10.4 | -0.4 | 111.3 | 0.4 | -2.5 | 2.7 | 1.8
Cc1nc(-c2cccc(S(=O)(=O)N3CC(C)CC(C)C3)c2)cs1 (configuration not stated) | -5.4 | -2.5 | 1.0 | -5.9 | 0.8 | 99.0 | 2.4 | 2.9 | -2.8 | -6.5
Cc1ccccc1NC(=O)Cn1nnc(C(=O)NCc2ccco2)c1N | 5.6 | 12.8 | 0.1 | -0.8 | -4.8 | 84.6 | 0.4 | -1.4 | 8.0 | 0.3
CC(=O)Oc1ccc(C(=O)[C@H]2[C@H]3C(=O)N(c4ccc(C)cc4)C(=O)[C@H]3[C@@H]3C=CC=NN32)cc1 | 9.5 | 1.3 | -3.2 | 17.4 | 1.3 | 117.5 | 2.3 | 2.3 | -4.6 | 3.9
COc1cccc(Cn2cc(-c3cccc(C(F)(F)F)c3)nn2)c1 | 32.3 | -10.1 | 0.0 | -0.2 | 3.4 | 97.1 | -2.6 | 1.4 | -4.1 | -10.4

Source: PubChem BioAssay
